Screening results deposited in PubChem by Sanford-Burnham Center for Chemical Genomics.
EBI2 block – EBI2 receptor antagonists, beta-arrestin recruitment, primary screen, cell-based, luminescence, 7a,25-OHC stimulation, uHTS. G-protein coupled receptor 183 (Homo sapiens), P32249. 7a,25-OHC stimulated. inhibition, % at 5 µM. hit rate 0.81% among 360,000; in the data active = inhibition above about 38%;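 note: enzyme fragment complementation signal reports receptor beta-arrestin coupling in cells; 0% = agonist plus DMSO wells and 100% = wells without agonist; some results beyond the cut were filed as inactive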
697 NFkB inh – inhibitors of PMA/ionomycin-induced NF-kB reporter, 697 cells, primary screen, B-cell NF-kB inhibitor project, cell-based, luminescence, uHTS; 697 B-cell NF-kB luciferase reporter, 16 h; inhibition, % at 4 µM; hit rate 0.33% among 330,000; in the data active = inhibition above about 35%
Apaf-1 inh – inhibitors of human Apaf-1 apoptosome, primary screen, biochemical, DEVD-Rh110 fluorescence, uHTS | Apoptotic protease-activating factor 1 (Homo sapiens), O14727 | reconstituted apoptosome caspase-3 activity | inhibition, % at 20 µM | hit rate 0.71% among 330,000; active = inhibition of at least 40% at 20 µM;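 note: plate controls were DMSO wells for no effect and DEVD-CHO caspase inhibitor wells for full effect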
Target sequence (O14727 whole entry, looked up): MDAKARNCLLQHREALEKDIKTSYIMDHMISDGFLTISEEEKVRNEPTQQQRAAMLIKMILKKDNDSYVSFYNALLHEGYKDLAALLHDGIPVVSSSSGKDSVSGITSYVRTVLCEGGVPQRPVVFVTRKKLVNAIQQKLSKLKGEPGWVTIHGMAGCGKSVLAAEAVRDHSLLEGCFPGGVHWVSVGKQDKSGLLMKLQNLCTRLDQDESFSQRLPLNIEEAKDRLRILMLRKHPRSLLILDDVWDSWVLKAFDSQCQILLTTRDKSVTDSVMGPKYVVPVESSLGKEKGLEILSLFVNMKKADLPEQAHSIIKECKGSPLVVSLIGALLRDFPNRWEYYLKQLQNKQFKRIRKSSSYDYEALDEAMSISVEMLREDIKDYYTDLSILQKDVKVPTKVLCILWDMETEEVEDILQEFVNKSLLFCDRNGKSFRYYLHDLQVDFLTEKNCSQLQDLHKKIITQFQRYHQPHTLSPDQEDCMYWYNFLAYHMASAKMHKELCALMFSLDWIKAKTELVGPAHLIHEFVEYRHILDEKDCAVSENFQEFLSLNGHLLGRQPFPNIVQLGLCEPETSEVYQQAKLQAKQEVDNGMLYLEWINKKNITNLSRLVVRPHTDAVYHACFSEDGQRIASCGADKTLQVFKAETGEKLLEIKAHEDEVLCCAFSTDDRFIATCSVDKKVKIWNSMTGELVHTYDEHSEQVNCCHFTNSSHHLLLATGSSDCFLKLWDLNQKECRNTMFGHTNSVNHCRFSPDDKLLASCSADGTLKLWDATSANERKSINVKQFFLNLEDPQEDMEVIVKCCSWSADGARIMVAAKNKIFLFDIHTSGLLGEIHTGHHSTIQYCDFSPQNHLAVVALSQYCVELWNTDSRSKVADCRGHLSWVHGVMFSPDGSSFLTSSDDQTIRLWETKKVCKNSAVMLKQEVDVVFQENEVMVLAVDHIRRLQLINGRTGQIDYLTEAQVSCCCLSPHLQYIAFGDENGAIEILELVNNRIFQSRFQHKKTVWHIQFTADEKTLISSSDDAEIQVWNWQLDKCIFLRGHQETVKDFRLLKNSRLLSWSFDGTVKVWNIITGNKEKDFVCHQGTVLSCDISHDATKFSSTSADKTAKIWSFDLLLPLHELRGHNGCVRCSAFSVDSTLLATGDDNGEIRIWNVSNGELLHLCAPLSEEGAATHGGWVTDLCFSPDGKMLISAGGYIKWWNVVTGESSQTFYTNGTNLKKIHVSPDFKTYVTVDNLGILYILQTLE
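Assay system – apoptosome proteins · Medium – Hepes buffer, pH 7.5 · Also added – cytochrome c with DEVD-Rh110 · Timing – 30 min compound preincubation, 50 min activation, room temperature · Detection – Rh110 fluorescence, excitation 480 nm, emission 540 nm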
Jurkat NFkB inh – inhibitors of induced NF-kB luciferase reporter, primary screen, TCR NF-kB activation inhibitor project, cell-based, luminescence, uHTS; Jurkat, PMA/ionomycin-induced NF-kB luciferase reporter; inhibition, % at 4 µM; hit rate 0.53% among 330,000
UBC13 inh – UBC13 polyubiquitin chain formation inhibitors, primary screen, biochemical, TR-FRET, uHTS | inhibition, % at 20 µM | hit rate 0.47% among 330,000 | AID 485273, 2010; in the data active = inhibition above about 45%, passing the limit was not always enough; inconclusive = no clear call, values can overlap the other calls
SENP8 inh – SENP8 protease inhibitors, primary screen, biochemical, luminescence. purified SENP8, Z-RLRGG-aminoluciferin cleavage. inhibition, % at 10 µM. Sentrin-specific protease 8 (Homo sapiens), Q96LD8. hit rate 1.2% among 330,000. AID 2540, 2010
Gli-Sufu block – Gli-Sufu pathway antagonists, primary screen, luciferase luminescence, Sufu-KO-LIGHT cells, uHTS | hit rate 0.74% among 340,000 | inhibition, % at 5 µM | Sufu-KO-LIGHT fibroblasts, Gli luciferase reporter luminescence;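 active = inhibition above about 55%, limit read from the data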;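 note: 0% = DMSO-treated cells and 100% = wells with medium but no cells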
CCR6 antag – CCR6 receptor antagonists, primary screen, cell-based, CHO-K1, luminescence, beta-arrestin, uHTS. C-C chemokine receptor type 6 (Homo sapiens), P51684. CHO-K1 CCR6 PathHunter beta-arrestin, CCL20-stimulated. inhibition, % at 20 µM. hit rate 0.49% among 340,000;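 active = compounds whose inhibition of the agonist-driven luminescence signal at 20 µM reaches about 50%, limit read from the data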;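 note: cells stimulated with CCL20 at 14 nM final; plate controls were DMSO with CCL20 for no effect and DMSO without agonist for full effect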
The depositor's hits bear a star; u = inconclusive; x = no result given. Cut-off read from the data, not from the text of the source, unless noted: active = inhibition above about 50%; inactive = the rest.

SMILES | EBI2 block | 697 NFkB inh | Apaf-1 inh | Jurkat NFkB inh | UBC13 inh | SENP8 inh | Gli-Sufu block | CCR6 antag
Cc1cc2nc(-c3ccc(SCC(=O)Nc4ccc(S(=O)(=O)N5CCCC5)cc4)nc3)[nH]c2cc1C | 21 | -125 | 4 | -107 | 2 | -3 | -71 | 1
CC1CN(C)C(C)CC1OC(=O)C(c1ccccc1)c1ccccc1 (stereo unspecified) | -6 | 7 | -7 | 6 | 6 | -2 | 0 | 7
COc1ccc(S(=O)(=O)N2CCc3ccccc32)cc1C(=O)Nc1ccc(C(N)=O)cc1 | 12 | -6 | -21 | 13 | 13 | -9 | 3 | 11
COc1cc(C(=O)Nc2sc3c(c2C(=O)NCc2ccco2)CCCC3)cc(OC)c1OC | 30 | 26 | 14 | 9 | 28 | 1 | 17 | 8
Cc1cc(NC(=O)COC(=O)c2cnccn2)ccc1Br | 7 | 10 | -4 | 8 | 5 | 8 | 17 | 9
CC(C)C[C@H]1CN=C(Nc2ccccc2)N1CCC(C)c1ccccc1 (stereo partly specified) | 24 | -19 | 22 | 10 | 42 | -2 | -5 | -9
COc1cccc(OCCc2c(C)n[nH]c2C)c1 | 0 | -10 | 7 | -8 | 7 | 1 | -5 | 5
CCCn1c(=O)c2c(C(F)(F)F)cc(-c3ccco3)nc2n(CCC)c1=O | 0 | -2 | -4 | -7 | 23 | -2 | 10 | 6
Cc1ccc(S(=O)(=O)N2CCOCC2)cc1C(=O)OCC(=O)NC1CCCCC1 | 3 | -7 | 8 | 1 | -6 | 1 | -13 | 7
CCn1cnc2cc(NCc3nc4ccccc4n3C)ccc21 | -4 | -110 | 5 | -77 | -12 | 68* | -47 | -4
Cc1cccc(NC(=O)CSc2nc3ccccc3c3nc(CCc4c(C)n[nH]c4C)nn23)c1 | -13 | 0 | 14 | 2 | -7 | -2 | 8 | 5
CN(CCc1cnn(C)c1)C(=O)CCc1nnc(CCCc2ccccc2)o1 | -12 | -49 | -8 | -30 | -14 | -5 | 7 | 0
O=C(/C=C/c1ccco1)NC(=S)N1CCCCC1 | 9 | -8 | 10 | 9 | -4 | 5 | 10 | 9
CN1C(=O)N(C)C2C1NC(=O)N2C (stereo unspecified) | -15 | -3 | -3 | 2 | -4 | -3 | 6 | 1
NC(=O)c1ccc(NC(=O)CSc2nncn2-c2ccccc2)cc1 | -1 | 3 | -8 | -16 | -3 | 5 | -25 | 7
CC(=O)c1ccc([N+](=O)[O-])cc1 | -4 | 23 | -10 | 1 | -2 | 9 | 3 | 4
Clc1cccc(Cl)c1CSc1nnc([C@@H]2CCCN2)o1 | 3 | -4 | -21 | -24 | 3 | 2 | -5 | -6
O=c1c2cnn(-c3ccccc3)c2ncn1Cc1cccnc1 | 3 | -4 | 11 | 0 | -1 | -2 | 13 | 17
COc1ccc(N(CC(O)CN2CCOCC2)S(=O)(=O)c2ccccc2)cc1 (stereo unspecified) | -5 | 2 | -1 | 9 | -3 | -2 | 30 | 3
CCS(=O)(=O)c1ccc2oc(SCC(=O)NCCC3=CCCCC3)nc2c1 | 9 | -3 | -8 | 4 | -6 | 10 | 2 | 29

Looked up one by one from the list above, three records:
SMILES | EBI2 block | 697 NFkB inh | Apaf-1 inh | Jurkat NFkB inh | UBC13 inh | SENP8 inh | Gli-Sufu block | CCR6 antag
COc1ccc(N(CC(O)CN2CCOCC2)S(=O)(=O)c2ccccc2)cc1 (stereo unspecified) | -5 | 2 | -1 | 9 | -3 | -2 | 30 | 3
CC(C)C[C@H]1CN=C(Nc2ccccc2)N1CCC(C)c1ccccc1 (stereo partly specified) | 24 | -19 | 22 | 10 | 42 | -2 | -5 | -9
COc1cc(C(=O)Nc2sc3c(c2C(=O)NCc2ccco2)CCCC3)cc(OC)c1OC | 30 | 26 | 14 | 9 | 28 | 1 | 17 | 8

Remaining list, next part:
SMILES | EBI2 block | 697 NFkB inh | Apaf-1 inh | Jurkat NFkB inh | UBC13 inh | SENP8 inh | Gli-Sufu block | CCR6 antag
O=C(NCCN1CCOCC1)C1CCCN(S(=O)(=O)c2ccc(F)cc2)C1 (stereo unspecified) | -7 | 18 | -21 | 6 | -3 | 8 | -6 | 8
CC1(C)CC(=O)CC(C2(O)C(=O)N(Cc3ccccc3)c3ccccc32)O1 (stereo unspecified) | 2 | 2 | 4 | 1 | -12 | 1 | 5 | 22
CN(NC1OC(=O)c2ccccc21)c1ccc(Cl)cc1[N+](=O)[O-] (stereo unspecified) | 15 | -1 | 1 | -16 | -24 | -2 | 13 | 17
O=C(Nc1ccc2c(c1)CCC2)c1cc(S(=O)(=O)N2CCN(c3ccccc3)CC2)ccc1Cl | -7 | -22 | 21 | -6 | -15 | -4 | 4 | 6
CC(C)C[C@@H](C(=O)NC1CCN(Cc2ccccc2)CC1)N1C(=O)N2CCc3c([nH]c4ccccc34)[C@@]2(C)C1=O | 14 | -1 | 45* | 14 | 35 | -14 | -2 | 21
COc1ccc(C2=NS(=O)(=O)N(C)C(C(=O)Nc3cc(OC)c(OC)c(OC)c3)=C2)cc1 | 5 | -15 | 11 | 10 | 3 | 6 | -22 | -6
COc1ccccc1CNc1ncnc2c1nnn2Cc1ccccc1 | 13 | -15 | 7 | 0 | 7 | -6 | 6 | 15
Cc1cc(=O)n2nc(N3CCC(C(=O)NCc4cccc(Br)c4)CC3)sc2n1 | 0 | 8 | 4 | 16 | 8 | 1 | 8 | -12
COc1cc(NC(=O)CS(=O)(=O)c2ccc(C)cc2)cc(OC)c1OC | 0 | 15 | 1 | -8 | 9 | -5 | 5 | -10
COCc1cc(C)nc(Oc2ccccc2)c1C#N | 8 | 1 | -5 | -20 | 2 | -3 | 40 | 12
Cc1cc(C)cc(NS(=O)(=O)c2c(C(=O)N3CCCCCC3)c(C)n(C)c2C)c1 | 2 | -15 | 21 | -8 | -4 | 0 | -10 | 11
O=C(Nc1nc2c(Br)cc(Br)cc2c(=O)s1)C1CCC1 | 2 | 13 | -2 | -10 | u | 4 | 1 | -10
CC(C)(C)NS(=O)(=O)c1ccc(CCC(=O)Nc2ccc3c(c2)OCCO3)cc1 | 4 | 18 | 5 | -16 | 0 | 1 | -1 | -3
CCCCCC1CC(CC/C(C)=N/NC(N)=O)C(=O)O1 (stereo unspecified) | -2 | 11 | -5 | 9 | 2 | 5 | 2 | 10
Nc1cc([N+](=O)[O-])ccc1N1C(=O)CCCC1=O | 1 | -20 | 9 | -18 | -10 | -10 | 4 | -3
COCCNc1oc(-c2cccs2)nc1S(=O)(=O)c1ccc(C)cc1 | -11 | 6 | 5 | -9 | -4 | 9 | -12 | -5
CCC(C)(C)NC(=O)/C=C/c1cc(OC)c(OC)c(S(=O)(=O)N2CCc3ccccc32)c1 | 4 | -2 | -8 | 5 | -19 | -11 | -7 | 2
CCCS(=O)(=O)N1CCC(C(=O)NCC2CCCO2)CC1 (stereo unspecified) | -4 | 11 | 8 | 0 | -4 | -2 | 4 | -4
CC(=O)CC(C)(C)Nc1nc2ccc([N+](=O)[O-])cc2o1 | 5 | -9 | -4 | -3 | -7 | 0 | -6 | -4
O=C1C(=O)N(Cc2cccnc2)C(c2cccc(F)c2)/C1=C(/O)c1ccc2c(c1)OCO2 (stereo unspecified) | 1 | 11 | 5 | -2 | -33 | 2 | 13 | 12
COC(=O)c1cc(NC(=O)COC(=O)CCc2c[nH]c3ccccc23)cc(C(=O)OC)c1 | 5 | 6 | 10 | -7 | 7 | 9 | -1 | 10
CCOC(=O)N1CCN(S(=O)(=O)c2cc(OCC)ccc2OCC)CC1 | 3 | -18 | 2 | -6 | -10 | -4 | 6 | 2
CCOc1ccc(CN2CCC(C(=O)Nc3cccc(-c4ccn[nH]4)c3)CC2)cc1Cl | -7 | -4 | 3 | 17 | 14 | 9 | 4 | -10
Cc1cc(SCc2cc(=O)n3ccsc3n2)nc2ccccc12 | -1 | 11 | 1 | 11 | 7 | 3 | 1 | 2
CCOc1ccc(S(=O)(=O)Nc2cc(S(=O)(=O)N3CCOCC3)ccc2OC)cc1 | 3 | -5 | -5 | 3 | -1 | 5 | -5 | -3
C#CCSc1nc(=O)c2cccnc2n1-c1ccc(C)cc1 | -7 | 5 | -4 | 2 | 5 | 3 | 3 | 11
O=C(O)C1CCCN(CCC=C(c2ccccc2)c2ccccc2)C1 (stereo unspecified) | -1 | -15 | -7 | 2 | -8 | 6 | -3 | 9
COc1ccc(Br)cc1CN1CCSCC1 | -10 | -3 | -19 | -7 | 7 | -1 | -7 | 10
Cc1ccc(NC(=O)C2CCCN(S(=O)(=O)c3cccc4nonc34)C2)cc1 (stereo unspecified) | -10 | 0 | -3 | 8 | -8 | -8 | -14 | 15
COCCC(=O)Nc1c(-c2ccccc2)c2cc(Br)ccc2[nH]c1=O | -2 | 11 | 2 | 8 | -4 | 7 | -3 | 3
CCC(C(=O)NCCc1ccccc1)c1ccccc1 (stereo unspecified) | 6 | 10 | -1 | 1 | 4 | 0 | 21 | -7
Cc1cc2ccccn2c1C(=O)Nc1cccc(Cl)c1 | -7 | -6 | 2 | -16 | 15 | -25 | -2 | -10
Cc1ccc(N(CC(=O)NC2CCCC2)C(=O)CNC(=O)c2cccs2)cc1F | -1 | -9 | 10 | -22 | -9 | -8 | 24 | 16
Cc1ccc(CNc2ccc(Cl)cc2[N+](=O)[O-])cc1 | 8 | -17 | 9 | -29 | -30 | -19 | -26 | 25
CCn1cc(S(=O)(=O)Nc2ccc(C)c(Cl)c2)cn1 | -1 | -1 | 6 | -3 | -4 | -5 | 1 | -6
COc1ccc(NC(=O)CN(c2c(C)cccc2C)S(C)(=O)=O)cc1 | -10 | 7 | 0 | -4 | 4 | -1 | -13 | 6
O=C(O)C1CCCN1S(=O)(=O)c1ccccc1 (stereo unspecified) | 1 | 20 | -5 | 3 | 4 | 6 | -5 | 2
CCn1c(NCc2ccco2)nc2c1c(=O)n(C)c(=O)n2C | -4 | 30 | -6 | -7 | 5 | 11 | 8 | 3
O=C(NC1=NCCS1)C1CCN(S(=O)(=O)c2ccc(Cl)cc2)CC1 | -4 | 20 | 0 | 11 | 7 | 5 | x | 8
O=C1C(=O)N(CCN2CCOCC2)C(c2ccncc2)/C1=C(/O)c1ccc2c(c1)OCO2 (stereo unspecified) | -2 | -10 | 10 | -3 | -10 | -6 | 20 | 5
Cc1ccc(C)c(NC(=O)C2C3CCCC2C3c2ccccc2)c1 (stereo unspecified) | 5 | 12 | 14 | 8 | 9 | 5 | -5 | 2
Cc1cc(S(=O)(=O)NCc2ccccc2)ccc1OCC(=O)Nc1cccc([N+](=O)[O-])c1 | 16 | 7 | 4 | 21 | 0 | 4 | -11 | 23
COc1ccc(S(=O)(=O)Nc2ccccn2)cc1C(=O)Nc1ccccc1 | 10 | 14 | -5 | 11 | 14 | 2 | -1 | 10
COc1ccc(OC)c(NC(=O)CCN2C(=O)c3ccccc3C2=O)c1 | 9 | 10 | -1 | 9 | 1 | -4 | -12 | -11

A section taken from the entries so far, as a working copy:
SMILES | EBI2 block | 697 NFkB inh | Apaf-1 inh | Jurkat NFkB inh | UBC13 inh | SENP8 inh | Gli-Sufu block | CCR6 antag
Cc1cc(S(=O)(=O)NCc2ccccc2)ccc1OCC(=O)Nc1cccc([N+](=O)[O-])c1 | 16 | 7 | 4 | 21 | 0 | 4 | -11 | 23
COc1ccc(S(=O)(=O)Nc2ccccn2)cc1C(=O)Nc1ccccc1 | 10 | 14 | -5 | 11 | 14 | 2 | -1 | 10
COc1ccc(OC)c(NC(=O)CCN2C(=O)c3ccccc3C2=O)c1 | 9 | 10 | -1 | 9 | 1 | -4 | -12 | -11

These rows are one share of the data, so the mix of outcomes need not match the whole.
